From PubChem BioAssay
GAA850 FXN act: FXN promoter activators, primary screen, cell-based, luciferase luminescence, HEK293 lucGAA850 | HEK293 lucGAA850 FXN promoter luciferase reporter, 24 h; percent of 10 µM SAHA response | activation, % at 6 µM | 0.56% of 360,000 active;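 active means activation above the average of all compounds screened plus 3 SD, cutoff fixed separately per campaign, cut at about 7.5% in these data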;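 further: 0% = DMSO wells and 100% = 10 µM SAHA wells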
ADAM17 inh: ADAM17 inhibitors, primary screen, biochemical, QFRET; Disintegrin and metalloproteinase domain-containing protein 17 (Homo sapiens), P78536; recombinant ADAM17, EDANS/DABCYL FRET peptide cleavage; inhibition, % at 6.95 µM; 0.83% of 370,000 active;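 active means inhibition above the mean of compounds lying between control limits plus 3 SD, set per campaign, cut at about 8.5% in these data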;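 further: 0% = DMSO-only wells as the low control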
Target sequence (P78536 215-824 limits assumed): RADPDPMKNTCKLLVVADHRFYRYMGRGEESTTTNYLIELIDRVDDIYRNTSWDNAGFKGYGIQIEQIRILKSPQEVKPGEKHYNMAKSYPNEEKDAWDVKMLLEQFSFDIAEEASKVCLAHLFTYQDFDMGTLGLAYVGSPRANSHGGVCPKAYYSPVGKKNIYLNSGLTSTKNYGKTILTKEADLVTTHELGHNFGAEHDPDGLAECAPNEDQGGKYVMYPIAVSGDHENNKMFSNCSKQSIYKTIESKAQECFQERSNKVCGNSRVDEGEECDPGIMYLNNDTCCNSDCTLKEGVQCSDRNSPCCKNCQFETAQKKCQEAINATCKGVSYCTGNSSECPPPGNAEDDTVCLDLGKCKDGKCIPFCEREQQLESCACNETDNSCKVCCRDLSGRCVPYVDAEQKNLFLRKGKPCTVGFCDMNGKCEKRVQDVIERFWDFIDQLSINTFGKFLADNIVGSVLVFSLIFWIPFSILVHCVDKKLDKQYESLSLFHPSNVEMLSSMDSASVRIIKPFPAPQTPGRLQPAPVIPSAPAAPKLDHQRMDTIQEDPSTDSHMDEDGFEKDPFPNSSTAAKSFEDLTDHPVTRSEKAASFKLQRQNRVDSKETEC
hcDAF-12 act: H. contortus DAF-12 nuclear receptor activators, primary screen, cell-based, luminescence, HEK293, lit1-tk-luc reporter; HEK293 hcDAF-12 lit1-tk-luc reporter; 0% DMSO, 100% Δ7-dafachronic acid; 1.4% of 370,000 active; activation, % at 6.8 µM;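 active means activation above the mean of all tested compounds plus 3 SD, cut at about 5.5% in these data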;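 further: 100% = response to 3 µM Δ7-dafachronic acid high control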
HGIII-sPLA2 inh: human group III sPLA2 inhibitors, primary screen, biochemical, QFRET, BODIPY PC-A2 liposome substrate. 0.56% of 370,000 active. QFRET BODIPY PC-A2 liposome hydrolysis, fluorescence. AID 743126, 2013. inhibition, % at 12.2 µM. Group 3 secretory phospholipase A2 (Homo sapiens), Q9NZ20;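 active means inhibition above mean plus 3 SD of compounds lying within the high and low control bounds, cut at about 19% in these data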;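 further: 0% = median of test compound wells and 100% = no enzyme DMSO wells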
PLC-gamma1 inh: PLC-gamma1 enzyme inhibitors, primary screen, biochemical, fluorescence, purified enzyme; 1-phosphatidylinositol 4,5-bisphosphate phosphodiesterase gamma-1 (Homo sapiens), P19174; fluorogenic substrate; inhibition, % at 12.2 µM; 0.84% of 370,000 active; in the data active means inhibition above about 9.5%
ADAM10 inh: human ADAM10 inhibitors, primary screen, biochemical, QFRET, HTS. Disintegrin and metalloproteinase domain-containing protein 10 (Homo sapiens), O14672. inhibition, % at 7 µM. AID 720582, 2013. 0.62% of 370,000 active. recombinant ADAM10, EDANS/DABCYL FRET peptide cleavage, 3 h;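 active means inhibition above a per-campaign cutoff equal to the mean of compounds falling between control-based bounds plus 3 SD, cut at about 20% in these data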;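 further: 0% = DMSO wells while the 100% control is not disclosed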
DAX1 inh-1: DAX1 (NR0B1) inhibitors on StAR promoter, primary screen, cell-based, luminescence, SF-1 (NR5A1), full-length DAX-1; HEK293T StAR-luciferase reporter, SF-1/DAX-1 repression relief; inhibition, % at 6.8 µM; 1.1% of 370,000 active; AID 652010, 2013;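 active means inhibition above the mean over all tested compounds plus 3 SD, cut at about 3.6% in these data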;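 further: 0% = DAX-1 cells with DMSO and 100% = cells lacking DAX-1 with DMSO; higher inhibition means more luminescence from relief of DAX-1 repression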
hgDAF12 agonist: H. glycines DAF-12 receptor agonists, primary screen, cell-based, luminescence, HEK293, GAL4 fusion, UAS-luciferase; Nuclear hormone receptor DAF-12 (Heterodera glycines), GAL4 fusion; HEK293 GAL4-hgDAF12 UAS-luciferase reporter, agonist luminescence; normalized to butyrate control; activation, % at 6.8 µM; 1.8% of 370,000 active;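 active means activation above a cutoff set at the mean of all screened compounds plus 3 SD, cut at about 10% in these data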;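 further: 0% = DMSO wells and 100% = sodium butyrate wells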
PLCb3 inh: human PLC-beta3 inhibitors, primary screen, biochemical, fluorescence | 1-phosphatidylinositol 4,5-bisphosphate phosphodiesterase beta-3 (Homo sapiens), Q01970 | Purified PLC-beta3, fluorogenic substrate | inhibition, % at 12.2 µM | 0.18% of 370,000 active | AID 720704, 2013; in the data active means inhibition above about 11%;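 further: 0% = median of compound wells on plate and 100% = full blocker control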
ssDAF-12 act: S. stercoralis DAF-12 nuclear receptor activators, primary screen, cell-based, luminescence, HEK293, GRIP1 co-expression, lit1-tk-luc; AID 652126, 2013; 1% of 370,000 active; activation, % at 6.8 µM; HEK293 ssDAF-12/GRIP1 lit1-tk-luc reporter; % of 3 µM dafachronic acid response; Nuclear hormone receptor DAF-12 (Strongyloides stercoralis);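 active means activation above the mean over all tested compounds plus 3 SD, cut at about 0.9% in these data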;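 further: 0% = DMSO-only wells and 100% = 3 µM delta7-dafachronic acid wells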
DAX1 inh-2: DAX1 (NR0B1) inhibitors, primary screen, cell-based, HEK293, Gal4-DAX1, luciferase luminescence | Nuclear receptor subfamily 0 group B member 1 (Homo sapiens), P51843 | HEK293 Gal4-DAX1 luciferase reporter | inhibition, % at 6.75 µM | 0.99% of 340,000 active | AID 504766, 2011;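 active means inhibition above the mean over all tested compounds plus 3 SD, cut at about 4.2% in these data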;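 further: 0% = DAX1-transfected cells with DMSO and 100% = empty-vector control cells with DMSO; inhibition shows as a rise in luminescence from relieved DAX1 repression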
Target sequence (P51843 207-470 limits assumed): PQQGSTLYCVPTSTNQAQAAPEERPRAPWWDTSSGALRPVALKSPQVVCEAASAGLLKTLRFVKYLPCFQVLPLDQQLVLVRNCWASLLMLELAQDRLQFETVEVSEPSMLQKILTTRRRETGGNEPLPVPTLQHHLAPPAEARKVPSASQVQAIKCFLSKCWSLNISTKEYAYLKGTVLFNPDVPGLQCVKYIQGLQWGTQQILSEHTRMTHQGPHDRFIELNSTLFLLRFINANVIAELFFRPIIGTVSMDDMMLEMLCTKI
* hit, by the source's call; i = inactive; . = no result given.

SMILES	GAA850 FXN act	ADAM17 inh	hcDAF-12 act	HGIII-sPLA2 inh	PLC-gamma1 inh	ADAM10 inh	DAX1 inh-1	hgDAF12 agonist	PLCb3 inh	ssDAF-12 act	DAX1 inh-2
CCOC(=O)C1C(C(=O)OC)=C(c2ccc(F)cc2)c2ccccc2N1S(=O)(=O)C(F)(F)F (centres undefined)	1.6	-8	0.8	-2	-1	-23	-2.8	-0.2	-3	-1.4	0.0
COc1ccc2[nH]c3ccccc3c2c1	1.1	-19	-1.4	-3	0	-65	0.1	1.8	-4	-1.7	-1.0
COc1ccc(C)cc1N(CC(N)=O)S(=O)(=O)c1ccc(C)cc1	0.4	-2	-2.4	-5	3	0	0.7	2.4	1	-0.6	-1.5
CCCN(CCC)CCNC(=O)c1cc2c(=O)n(CC)c3ccccc3c2s1	-0.4	-186	3.6	-7	-59	i	2.0	-2.5	-92	-0.3	4.6*
Cc1ccc2nc(SCC(=O)Nc3ncccn3)[nH]c2c1	0.3	-3	2.0	1	-8	-10	0.0	0.2	-1	-0.2	1.4
COc1cc(/C=N/NC(=O)NC23CC4CC(CC(C4)C2)C3)ccc1O	6.6	1	-1.5	-17	-5	10	-0.2	-0.2	-20	-1.8	-0.3
CC(C)c1nc2c(c(=O)c3ccccc3n2C)c(=O)n1CCc1ccccc1	-7.2	-3	-0.4	4	1	5	-0.3	4.8	-9	-2.1	.
CC(=O)c1ccc(N2CCN(S(=O)(=O)c3ccc4c(c3)CC(C)N4C(=O)C3CC3)CC2)cc1 (centres undefined)	0.4	-4	-0.1	5	2	1	-2.5	0.6	-2	-1.4	0.3
N#Cc1cccnc1N1CCN(C(C(=O)NC2CCCC2)c2ccco2)CC1 (centres undefined)	.	-12	2.5	5	-8	-43	3.0	-1.5	-18	-1.6	.
Cc1cccc(C)c1OCC(O)CNC(C)(C)C (centres undefined)	1.3	-5	-0.1	6	-2	-15	0.1	-1.4	4	-0.7	-0.2
CC1=CC(=O)Nc2ccccc2S1	3.4	-7	5.7*	-10	-92	-30	1.2	11*	-94	1.1*	2.9
Cc1ccc(OCCNC(=O)/C=C/c2ccco2)cc1C	3.2	0	1.4	-2	-4	-4	-0.1	3.2	-5	-1.0	-2.0
Cc1ccc(-c2csc3ncn(CC(=O)N4CCOCC4)c(=O)c23)cc1C	-2.1	-1	-0.8	-2	3	6	0.0	-2.6	4	-1.2	-0.1
O=C(O)CCCNc1ccc([N+](=O)[O-])c(NCCCC(=O)O)n1	-1.8	1	-0.4	6	4	-1	0.5	-0.8	2	-1.1	.
Cc1oc2c(O)c(O)ccc2c(=O)c1-c1cnn(-c2ccccc2)c1	6.1	1	-2.1	3	1	-5	0.0	-2.5	1	-0.7	-0.5
CC1=NN(C(N)=S)C(=O)C1N=Nc1ccc(C)cc1C (centres undefined)	.	-5	12*	-2	3	1	1.3	11*	2	1.2*	.
C=CCn1c(C)cc(C(=O)COc2ncnc3sccc23)c1C	5.1	-3	6.3*	2	-3	-4	5.2*	11*	-7	-0.2	0.8
O=C(c1ccc(-c2cc3ccccc3oc2=O)cc1)N1CCN(c2ccc(Cl)cc2[N+](=O)[O-])CC1	1.0	-2	0.0	4	0	-14	-0.2	-0.6	-2	-1.8	-1.1
N#Cc1cccn1-c1nccc(-c2cccs2)n1	3.8	-2	3.3	-8	-5	-3	0.4	7.7	-4	1.7*	1.2
Cc1cc(=O)[nH]c(NN=C2CCC(C(C)(C)C)CC2)n1 (centres undefined)	-0.2	-4	2.3	-1	-9	-6	0.5	-1.6	-16	-1.3	2.3
Cc1cccc(Cc2nnc(CCC(=O)N3CCCCC3c3nccs3)o2)c1 (centres undefined)	2.7	-3	-0.5	7	3	-6	0.3	-0.6	0	-0.8	-0.4
Cn1cc(S(=O)(=O)CC(=O)Nc2ccc(Br)cc2)c2ccccc21	1.4	0	-1.7	-19	4	-3	-0.2	0.9	3	-1.5	-1.1
C[C@H](CO)N1C[C@H](C)[C@@H](CN(C)Cc2ccc(C(=O)O)cc2)Oc2c(NC(=O)Cc3ccccc3)cccc2C1=O	0.0	-4	-1.3	-6	1	-5	-0.1	-0.2	2	-1.5	1.8
CC(C)CC(C(=O)OCC(=O)Nc1cccc(Cl)c1)N1C(=O)C2CC=CCC2C1=O (centres undefined)	2.2	17*	-2.2	-22	8	35*	-0.1	-0.5	9	-0.9	0.5
Cc1oc2c(CN3CCCCC3C)c(O)ccc2c(=O)c1-c1ccccc1 (centres undefined)	0.9	i	-1.7	-3	i	i	0.1	-0.8	i	-1.1	0.5

Whole records from above.
CC(=O)c1ccc(N2CCN(S(=O)(=O)c3ccc4c(c3)CC(C)N4C(=O)C3CC3)CC2)cc1 (centres undefined) reads GAA850 FXN act = 0.4; ADAM17 inh = -4; hcDAF-12 act = -0.1; HGIII-sPLA2 inh = 5; PLC-gamma1 inh = 2; ADAM10 inh = 1; DAX1 inh-1 = -2.5; hgDAF12 agonist = 0.6; PLCb3 inh = -2; ssDAF-12 act = -1.4; DAX1 inh-2 = 0.3
COc1ccc(C)cc1N(CC(N)=O)S(=O)(=O)c1ccc(C)cc1 reads GAA850 FXN act = 0.4; ADAM17 inh = -2; hcDAF-12 act = -2.4; HGIII-sPLA2 inh = -5; PLC-gamma1 inh = 3; ADAM10 inh = 0; DAX1 inh-1 = 0.7; hgDAF12 agonist = 2.4; PLCb3 inh = 1; ssDAF-12 act = -0.6; DAX1 inh-2 = -1.5
O=C(O)CCCNc1ccc([N+](=O)[O-])c(NCCCC(=O)O)n1 reads GAA850 FXN act = -1.8; ADAM17 inh = 1; hcDAF-12 act = -0.4; HGIII-sPLA2 inh = 6; PLC-gamma1 inh = 4; ADAM10 inh = -1; DAX1 inh-1 = 0.5; hgDAF12 agonist = -0.8; PLCb3 inh = 2; ssDAF-12 act = -1.1; DAX1 inh-2 = .

Further compounds
SMILES	GAA850 FXN act	ADAM17 inh	hcDAF-12 act	HGIII-sPLA2 inh	PLC-gamma1 inh	ADAM10 inh	DAX1 inh-1	hgDAF12 agonist	PLCb3 inh	ssDAF-12 act	DAX1 inh-2
Cc1cc(S(=O)(=O)Nc2ccc(N3CCOCC3)cc2)ccc1Br	-1.2	2	0.5	-12	0	6	-0.4	-2.1	-9	-0.8	0.0
CCCN(CC(=O)Nc1ccc(F)c(F)c1F)C(=O)c1ccc(=O)n(Cc2ccccc2)n1	-1.0	-1	1.7	-4	-2	-4	-0.4	1.9	1	-0.9	0.3
Cc1sc2ncnc(N[C@@H](Cc3ccccc3)C(=O)O)c2c1C	1.5	-5	-1.2	-2	-5	-7	0.2	2.4	-12	-1.2	0.1
CCc1nonc1NC(=O)c1oc2c(C)c(C)ccc2c1C	0.0	2	-0.5	-3	-3	3	-0.9	-0.2	-5	-1.1	-0.4
COc1ccc(C(=O)NC2CCCc3ccccc32)cc1OC1CCN(C(C)=O)CC1 (centres undefined)	-2.6	1	0.5	3	2	1	0.1	-2.6	-6	-0.8	0.1
CCOC(=O)Cn1nc(C)c(NC(=O)c2ccc(Cl)c([N+](=O)[O-])c2)c1C	-0.5	-4	-1.0	-2	-2	-5	0.0	-0.2	-9	-1.8	-0.1
NS(=O)(=O)c1ccc(CCNC(=O)CSc2nnc3ccccn23)cc1	2.0	-2	1.6	2	1	5	0.5	-0.3	-2	-1.1	1.7
CCCCCC(=O)Nc1cc(S(=O)(=O)N2CCOCC2)ccc1N1CCCCC1	1.7	1	-1.1	1	4	5	-0.7	-2.4	6	-0.9	1.9
Cc1ccc(C(=O)NC(=S)NNC(=O)c2cccc([N+](=O)[O-])c2)cc1	1.5	-1	0.1	1	2	6	0.1	-1.4	-2	-1.5	-0.5
COc1cc(CN2CCN(Cc3cn(C)c4ccccc34)CC2CCO)cc(OC)c1 (centres undefined)	-4.0	0	-1.1	-26	1	-6	0.2	-1.4	-2	-1.4	-0.7
Cc1ccc(C(=O)OCC(=O)NC2CCCC(C)C2C)s1 (centres undefined)	-1.3	-2	-0.3	-1	-1	-12	1.6	2.9	-1	-1.1	2.3
N#Cc1c2n(c(=S)n(-c3ccccc3)c1=O)CCCCC2	1.9	-6	-0.5	6	1	-7	-0.1	0.8	0	-1.6	1.8
COc1ccc2o/c(=N\O)c(C(=O)Nc3ccc(C)cc3)cc2c1	2.2	-57	2.8	0	-117	-163	-0.8	0.2	-181	-1.9	-1.1
COC(=O)c1cn(Cc2c(C)cc(C)cc2C)nn1	1.4	2	-1.9	-2	6	6	-0.2	1.5	1	-0.9	-0.4
CCCNc1ncnc2c1cnn2C1CCCCO1 (centres undefined)	-0.3	1	0.1	3	0	-9	2.5	4.1	-4	-0.8	0.1
O=C(COc1ncnc2cc(Cl)ccc12)c1ccc2c(c1)OCCO2	1.2	-2	2.2	0	-2	2	0.8	1.8	-4	-0.5	4.8*
Cc1cc(C)nc(SCC(=O)Nc2ccc(S(=O)(=O)Nc3cc(C)on3)cc2)n1	1.2	-5	-0.4	-6	2	-9	0.0	2.1	-8	-0.6	0.2
CCOc1ccc(CCNC(=O)COC(=O)c2cc(OC)c(OC)cc2[N+](=O)[O-])cc1OCC	1.9	-2	-1.9	11	-2	-3	-1.6	0.3	5	-1.5	0.4
O=C(CCN1C(=O)c2ccccc2S1(=O)=O)N1CCN(c2ccccc2)CC1	0.9	1	-0.7	2	4	7	1.3	-0.4	-3	-1.3	0.3
COc1cccc(-c2nnc(SCN3C(=O)c4ccccc4C3=O)n2C)c1	-2.5	-5	-2.1	13	1	-9	-0.2	1.1	1	-1.3	-1.7
COc1ccc(NC(=O)c2nn(C)c(=O)c3ccccc23)cc1S(=O)(=O)Nc1ccccc1Cl	0.0	5	-2.1	-9	6	5	0.2	-3.3	4	-1.3	2.8
CC1=C(C(=O)OC(C)C)C(c2c(O)ccc3ccccc23)NC(=O)N1 (centres undefined)	1.0	-5	-0.5	4	-1	-12	-0.3	-1.5	-2	0.2	0.0
COc1ccc(-c2csc(C)n2)cc1	3.7	-4	2.8	6	-4	-3	1.5	2.2	-2	-0.2	1.4
